Source: PubChem
OX1R antag-1: antagonists of human orexin 1 receptor (OX1R) | OX1R-expressing cells, FRET antagonist read-out | inhibition, % at 6.6 µM | actives 1.8% (n = 330,000) | AID 485270; in the data active = inhibition mostly above about 38%, no sharp cut-off; inactive = mostly below about 40%;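 also: 0% = agonist challenge alone and 100% = reference antagonist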
Target sequence (O43613 whole entry, looked up): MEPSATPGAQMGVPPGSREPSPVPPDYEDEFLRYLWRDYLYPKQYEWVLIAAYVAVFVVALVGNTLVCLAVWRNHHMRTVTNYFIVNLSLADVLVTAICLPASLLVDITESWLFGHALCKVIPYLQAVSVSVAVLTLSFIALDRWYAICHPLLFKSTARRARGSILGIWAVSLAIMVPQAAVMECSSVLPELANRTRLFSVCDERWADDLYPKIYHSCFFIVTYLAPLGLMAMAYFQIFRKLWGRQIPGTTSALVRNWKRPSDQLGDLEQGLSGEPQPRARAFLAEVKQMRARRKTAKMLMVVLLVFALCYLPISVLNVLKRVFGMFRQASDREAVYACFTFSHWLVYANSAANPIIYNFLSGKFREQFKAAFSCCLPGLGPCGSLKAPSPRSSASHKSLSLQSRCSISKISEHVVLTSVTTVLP
OX1R antag-2: human HCRTR1 antagonism; AID 434989; O43613; inhibition, % at 5 µM; CHO/OX1R cells, Fluo-8 calcium fluorescence, orexin A; actives 0.43% (n = 330,000);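 active = inhibition above its plate's threshold, mean inhibition of all tested compounds on the plate plus 3 SD, cut at about 37% in these data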;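 also: 0% = orexin A challenge wells and 100% = SB-334867-A antagonist wells; not every result past the cut was called active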
Starred values were filed as active, the others as inactive.

SMILES	OX1R antag-1	OX1R antag-2
Cc1ccc(C(=O)NNC2CC(=O)N(c3ccc4c(c3)OCCO4)C2=O)cc1 (centres undefined)	5	-7
O=C(CSc1ccc2nnc(-c3ccccn3)n2n1)N1CCN(c2ccccc2)CC1	13	-21
O=C(NCC1CCCN(C(=O)c2cscn2)C1)c1ccc(-c2ccccc2)cc1 (centres undefined)	9	-29
O=C(c1cccc(S(=O)(=O)N2CCCC2)c1)N1CCN(Cc2ccccc2)CC1	0	7
CCOc1cc(/C=C2\N=C(C)OC2=O)cc(Cl)c1OCC(=O)OC	7	-7
O=C(CN1C(=O)c2ccccc2C1=O)Nc1ccc(-c2nc3ccccc3o2)cc1	14	-1
CC(C)c1ccc(C(=O)N(c2ccccn2)C(C)c2ccco2)cc1 (centres undefined)	20	-36
O=C1CC(=O)CC(c2ccccc2)C1	16	-19
Cc1ccc(S(=O)(=O)N2CCN(C(=O)C3CC(=O)N(c4ccc5c(c4)OCCO5)C3)CC2)cc1 (centres undefined)	4	-17
CCN(CC)c1ccc2c(Cl)c(Br)c(=O)oc2c1	9	90*
CC12CC3(C)CC(C)(C1)CC(C(=O)Nc1nn[nH]n1)(C2)C3	32	-5
Cc1ccc(-c2nn(CC(N)=O)c(=O)c3ccccc23)cc1S(=O)(=O)N(C)C	6	-11
COc1ccc(S(=O)(=O)N2CCOC2CNC(=O)C(=O)NCc2ccccn2)cc1C (centres undefined)	13	-7
CC(=O)c1cccc(S(=O)(=O)N2CCCC(c3nc(-c4ccc(C)o4)no3)C2)c1 (centres undefined)	6	6
CCOc1cccc2cc(C(=O)Nc3cc(C)on3)c(=O)oc12	9	-10
COc1ccc(NC(=O)CCN2C(=O)c3ccccc3S2(=O)=O)cc1	10	-17
COc1ccc2cc3cc(C(=O)N(C)C4CCCCC4)oc3nc2c1	11	-32
CC(C)(C)NC(=O)COC(=O)c1ccc(F)cc1Cl	13	2
CC1(C)CC(=O)C2=C(C1)N(C1CCCCC1)C(=O)C2(O)C(F)(F)F (centres undefined)	12	-19
Cc1nn(C)c(C)c1CN(C)C(=O)C1CCC(=O)N(C2CCCCCC2)C1 (centres undefined)	2	6
CCCc1nc(SCC(N)=O)[nH]c(=O)c1CC	6	-7
COc1ccc(N(CC(=O)NCc2ccccc2)S(=O)(=O)c2c(C)n[nH]c2C)cc1	7	-22
COc1ccc(-c2[nH]ncc2CN(C)CCc2c(C)n[nH]c2C)c(F)c1	22	-6
Cc1ccc(Cl)c2c1NC(=O)C2=O	37	3

In the list so far, 2 have an aryl thioether with sulfur outside any ring:
SMILES	OX1R antag-1	OX1R antag-2
O=C(CSc1ccc2nnc(-c3ccccn3)n2n1)N1CCN(c2ccccc2)CC1	13	-21
CCCc1nc(SCC(N)=O)[nH]c(=O)c1CC	6	-7

By substructure, the compounds so far with a carbonyl joined to an NH by a bond outside any ring.
SMILES	OX1R antag-1	OX1R antag-2
Cc1ccc(C(=O)NNC2CC(=O)N(c3ccc4c(c3)OCCO4)C2=O)cc1 (centres undefined)	5	-7
O=C(NCC1CCCN(C(=O)c2cscn2)C1)c1ccc(-c2ccccc2)cc1 (centres undefined)	9	-29
O=C(CN1C(=O)c2ccccc2C1=O)Nc1ccc(-c2nc3ccccc3o2)cc1	14	-1
CC12CC3(C)CC(C)(C1)CC(C(=O)Nc1nn[nH]n1)(C2)C3	32	-5
Cc1ccc(-c2nn(CC(N)=O)c(=O)c3ccccc23)cc1S(=O)(=O)N(C)C	6	-11
COc1ccc(S(=O)(=O)N2CCOC2CNC(=O)C(=O)NCc2ccccn2)cc1C (centres undefined)	13	-7
CCOc1cccc2cc(C(=O)Nc3cc(C)on3)c(=O)oc12	9	-10
COc1ccc(NC(=O)CCN2C(=O)c3ccccc3S2(=O)=O)cc1	10	-17
CC(C)(C)NC(=O)COC(=O)c1ccc(F)cc1Cl	13	2
CCCc1nc(SCC(N)=O)[nH]c(=O)c1CC	6	-7
COc1ccc(N(CC(=O)NCc2ccccc2)S(=O)(=O)c2c(C)n[nH]c2C)cc1	7	-22

(next part)
SMILES	OX1R antag-1	OX1R antag-2
CCOC(=O)CSc1nc2ccccc2c(=O)n1CCCCCC(=O)NCc1ccco1	26	-21
O=C(CCC1CCCN(C(=O)C2(c3ccccc3)CC2)C1)N1CCN(c2ccccn2)CC1 (centres undefined)	15	-37
CCOC(=O)N1CCC(NS(=O)(=O)c2cc(C(=O)OC)n(C)c2)CC1	6	-2
COc1ccccc1OCc1nnc(SCC(=O)N2CCCCC2)n1-c1ccccc1	17	-23
CC(C)Oc1cccc(C(=O)NC(=S)Nc2cccc(C(F)(F)F)c2)c1	4	-7
CCCc1cc(=O)oc2cc3oc(C)c(C)c3cc12	9	-25
O=C(COC(=O)C1(c2ccc(F)cc2)CCCC1)N1CCOCC1	15	-9
COc1cc2ccccc2cc1C(=O)OCC(=O)c1c(N)n(C)c(=O)n(C)c1=O	28	26
O=C1CCCC2=C1Sc1ccc(Cl)cc1N2	7	-16
O=C1CC(c2ccco2)Cc2nc(NCC3CCCO3)ncc21 (centres undefined)	16	-14
CCSc1nc2sc3c(c2c(=O)[nH]1)CCc1ccccc1-3	9	-37
COc1cc(N)cc(NC(=O)c2ccncc2)c1	6	-10
COc1ccccc1CNC(=O)CCC(=O)n1ncc2cc(C)ccc21	4	-13
Cc1ccc(S(=O)(=O)N(CC(=O)N/N=C/c2ccco2)Cc2ccccc2)cc1	13	-12
COc1cc2c(cc1N/C=C(\C#N)c1nc(-c3ccc(F)cc3)cs1)oc1ccccc12	17	-4
Cc1oc(-c2ccccc2F)nc1CS(=O)CC(=O)NCc1ccccc1 (centres undefined)	23	-20
COc1ccc(S(=O)(=O)NCCCN2CCCC2=O)cc1OC	5	0
CCc1ccc(/C=C2\SC(=S)N(CCCC(=O)Nc3ccccn3)C2=O)cc1	11	-11
O=C(Nc1nc(-c2ccc(F)c(F)c2)cs1)c1cc([N+](=O)[O-])ccc1N1CCOCC1	20	-1
Cc1nnc(SCC(=O)Nc2ccc(Cl)cn2)[nH]c1=O	8	6
CCN1C(=O)c2cccc3c(S(=O)(=O)Nc4ccncc4)ccc1c23	18	-19
CCOC(=O)c1cc(-c2ccccc2)n(CC2CC(c3ccc(OC)cc3)=NO2)n1 (centres undefined)	28	-22
Cc1ccc2nsnc2c1S(=O)(=O)NCc1ccncc1	103*	-12
O=C(Nc1ccc(OCc2ccccc2)cc1)c1cccs1	17	-13
O=C(COC(=O)CCCc1nc2ccccc2s1)Nc1ncc(Cl)cc1Cl	8	-42
Cc1ccc(/C=C/C(=O)NCCCN2CCN(CCCNC(=O)/C=C/c3ccc(C)cc3)CC2)cc1	2	-29
Cc1csc(SCC(=O)NC(=O)NC(C)C)n1	12	-11
Nc1nc(N2CCN(c3ccc(Cl)cc3)CC2)n[nH]1	18	5
Cc1cccc(C(=O)NCCNC(=O)c2cnccn2)c1	4	-13
COc1ccc(C(=O)Oc2ccc(-c3nnco3)cc2)cc1S(=O)(=O)N1CCOCC1	13	7
CSc1nc(NS(=O)(=O)c2ccc(F)cc2F)nn1C	11	2
Nc1cc(Cl)ccc1C(=O)OCC(=O)N1CCCCCC1	0	3
Cc1ccc(/C=N/n2cnc3sc(-c4ccccc4)cc3c2=O)o1	24	-24
CC(C)CC(NS(=O)(=O)c1ccc2[nH]c(=O)c(=O)[nH]c2c1)C(=O)O (centres undefined)	9	-17
NS(=O)(=O)c1ccc(N/C=C\C(=O)c2ccc3ccccc3c2)cc1	22	-12
O=C(NCCCN1CCOCC1)c1cc(C(=O)C2CCCCC2)c[nH]1	21	-15
CCOc1ncccc1C(=O)N(C)CC(=O)Nc1ccc(F)cc1	13	-8
CCCN(CCC)c1nc(N)c(C#N)c(CC#N)c1C#N	15	-39
COc1ccc(CNc2ncc(-c3ccccc3)n2C)cc1	6	-8
CN(C)C(=O)CCCc1nc(-c2ccc(Cl)cc2)no1	7	1
CCCc1cc(=O)[nH]c(SCC(=O)c2cc(C)n(CC(F)(F)F)c2C)n1	20	-25
O=C(O)c1ccccc1C(=O)NCCc1c(C(=O)O)[nH]c2ccc(F)cc12	13	-15
Cc1cc(Cl)c(S(=O)(=O)NCc2cccnc2)cc1OCC(=O)NC1CCCCC1	15	-31
c1ccc(CSc2ncnc3c2cnn3Cc2ccccc2)cc1	3	-21
Cc1ccc(S(=O)(=O)N2CC=C(c3ccc(F)cc3)CC2)cc1	20	-28
Cc1ccc(C(=O)NC(=S)Nc2ccc(S(=O)(=O)N(C)c3ccccc3)cc2)cc1	25	-8
O=C(NC1CCCCC1)C1CCN(c2ncccn2)CC1	22	-26
N#CCc1nc(CSc2nc3ccccc3s2)cs1	7	4
Cc1oc(-c2cccs2)nc1CN1CCN(Cc2ccc(F)c(F)c2)C(CCO)C1 (centres undefined)	10	-22
O=[N+]([O-])/C(=C\Nc1ccccc1)S(=O)(=O)c1ccccc1	14	0
CC(Sc1nc2c([nH]c3ccccc32)c(=O)n1C)c1ccccc1 (centres undefined)	3	-29
c1ccc(CCN=C2CCCc3c2[nH]c2ccccc32)cc1	-1	-4
O=S(=O)(CCOc1ccccc1)N1CCOCC1	28	4
CCn1nnnc1SCC(=O)Nc1nc(C)c(C)s1	11	-21
Cc1ccc(/C(C#N)=C\c2cn(C)c3ccccc23)cc1	21	-40
CSCCC(NC(=O)c1ccc(C(C)(C)C)cc1)C(=O)O (centres undefined)	1	-5
CC(NC(=O)CCOc1ccccc1)c1ccccc1 (centres undefined)	3	-14
CCOc1ccc2nc(COC(=O)c3cccc([N+](=O)[O-])c3)c(C(C)=O)[n+]([O-])c2c1	1	-24
O=C(NCc1ccccn1)NC1CCCCC1	11	-6
Cc1ccc(NC(=O)Cn2nnc(C(=O)Nc3ccc(C)c(C)c3)c2N)cc1	2	-2
(further entries)
SMILES	OX1R antag-1	OX1R antag-2
Oc1c(C=Nc2ccccc2Cl)[nH]c2ccccc12	15	-10
CN(C)/C(=N\S(=O)(=O)c1ccccc1)c1ccccc1	16	1
O=C(COC(=O)c1ccccc1Br)NCCc1ccc(F)cc1	14	-23
Cc1ccc(C)n1-c1ccc(N2CCOCC2)nc1	19	-26
CSc1ccccc1C(=O)C1CCCN(C(=O)c2csnn2)C1 (centres undefined)	22	-25
COc1ccccc1Cn1c(=O)oc2ccc(C)cc21	37	-2
COc1ccc2c(c1)OC[C@H]1[C@H]2N2C(=O)c3cc(Cl)ccc3NC(=O)[C@@]2(C)[C@H]1c1ccccc1	35	-31
COc1ccc(CNC(=O)N2CCc3ccccc3C2)cc1Cl	12	-28
CCOc1ccc(NC(=S)N(CCc2c(C)[nH]c3ccccc23)Cc2ccco2)cc1	7	-19
CC(=O)Nc1cccc(C(=O)OCc2csc(CC(=O)Nc3ccccc3C)n2)c1	4	16
CCOc1ccc(NC(=O)CC2C(=O)N(c3ccccc3)C(=S)N2Cc2ccccn2)cc1 (centres undefined)	20	-15
COc1ccc(-n2c(SCC(=O)Nc3ccccc3)nnc2-c2ccoc2C)cc1	7	-12
C/C(=C\c1ccccc1)CN1CCN(Cc2ccc(C)o2)C(CCO)C1 (centres undefined)	5	-18
COc1ccc2nc3ccccc3nc2c1NC(=O)c1ccccc1Cl	51*	-43
N#CC1=C(N)SC(N)=C(C#N)C1c1cccc(O)c1	24	2
CC1=CN(S(=O)(=O)c2ccc(C)cc2)C[C@@H]2[C@H]3CC[C@H](C3)[C@H]12	5	4
COC(=O)CCCC(=O)N1CCCC(CCC(=O)NCc2ccc(F)c(F)c2)C1 (centres undefined)	17	-13
COc1ccccc1NC(=O)COC(=O)C1CCCC1	2	-1
COc1ccccc1NCc1cc(=O)oc2c(C)c(O)ccc12	29	-8
N#Cc1nc(COc2ccc(F)cc2)oc1NCCCn1ccnc1	15	-16
COc1ccc(C(=O)NCc2cc3ccccc3n2C)cc1	0	-21
Cc1[nH]n(-c2cccc3ccccc23)c(=O)c1/C=N/NC(=O)c1cccc([N+](=O)[O-])c1	30	-7
Cc1ccc(S(=O)(=O)Nc2ccc(C(=O)NCc3ccncc3)cc2)cc1	-6	-9
COc1ccc(C2=C(CC(=O)O)C(=O)CC2)cc1	11	0
O=C(Cn1[nH]c(=O)c2ccccc2c1=O)OCC(=O)N1CCCc2ccccc21	5	-25
CCOc1ccc(OCC)c(NC(=O)CSc2nnc(Cn3cnc4ccccc43)n2C)c1	15	-43
CCCCn1c(Cc2ccccc2)n[nH]c1=S	8	-22
COC(=O)CCC(=O)OC1(C)C(=O)C2=COC(c3ccc(OC)cc3)=CC2=C(Br)C1=O (centres undefined)	27	-16
CCCOC(=O)C(=O)NNc1ccccc1	10	3
O=C(O)CCC1(CCC(=O)O)c2ccccc2-c2ccccc21	-1	4
COc1cccc(-c2cc(C(=O)O)no2)c1	11	-17
Clc1nccnc1-c1ccccc1	12	-8
CC(=O)Nc1ccc(NC(=O)C(C)Oc2ccc(Cl)cc2Cl)cc1 (centres undefined)	15	-17
COc1ccc(C)cc1NC(=O)C1CCN(S(=O)(=O)c2cccc3nonc23)CC1	8	-13
CCN1CCc2c(C#N)c(N3CCOCC3)nc(N3CCOCC3)c2C1	6	-19
Cc1cc(NC(=O)C23CC4CC(CC(C4)C2)C3)n[nH]1	11	-7
CC(=O)c1cc(C#N)c(SCC(=O)C(C)(C)C)nc1C	14	15
